Mtb BioA inh – inhibitors of Mycobacterium tuberculosis BioA enzyme; purified M. tuberculosis BioA enzyme, plate reader; inhibition, % at 9.99 µM; 360,000 compounds, 0.096% hits; AID 602481; in the data active = inhibition above about 40%
Numbers without * were called inactive. A portion of the library, so the mix of outcomes need not match the whole.

SMILES	Mtb BioA inh
O=C(Nc1ccc2c(c1)OCO2)N[C@H]1CC[C@@H](CCNC(=O)C2CCCCC2)O[C@H]1CO	-1.8
C[C@H](CO)N1C[C@H](C)[C@H](CN(C)C(=O)Nc2ccccc2)OCCCC[C@H](C)Oc2ccc(NS(=O)(=O)c3ccc(F)cc3)cc2C1=O	-2.1
OC[C@H]1[C@H](c2ccc(C#Cc3cccnc3)cc2)[C@@H]2CN(Cc3ccccc3F)CCCCN12	5.2
C[C@@H]1CN([C@@H](C)CO)C(=O)c2cc(C3=CCCCC3)cnc2O[C@H]1CN(C)C(=O)c1ccncc1	-1.8
C[C@@H]1CN([C@@H](C)CO)C(=O)c2cc(NS(=O)(=O)c3cccs3)ccc2O[C@@H](C)CCCCO[C@H]1CN(C)Cc1ccc(C(F)(F)F)cc1	-0.5
C[C@H]1CN([C@@H](C)CO)C(=O)c2cc(C3=CCCC3)cnc2O[C@@H]1CN(C)Cc1cccnc1	4.4
CC=Cc1ccc2n(c1=O)C[C@@H]1[C@@H](CO)[C@H](C(=O)N3CCOCC3)N(Cc3ccccc3)[C@H]21 (mixture of isomers)	11
COc1cccc(-c2ccc3c(c2)O[C@H](CN(C)Cc2ccncc2)[C@H](C)CN([C@@H](C)CO)S3(=O)=O)c1	0.6
C[C@@H]1CN([C@H](C)CO)C(=O)Cc2cc(NC(=O)Nc3cccc4ccccc34)ccc2O[C@@H]1CN(C)S(=O)(=O)c1cn(C)cn1	-0.6
C[C@H](CO)N1C[C@H](C)[C@H](CN(C)Cc2ccncc2)Oc2ccc(NS(=O)(=O)c3ccc(Cl)cc3)cc2C1=O	-0.9
C[C@H]1CN([C@@H](C)CO)C(=O)c2cc(C#Cc3ccccc3)cnc2O[C@H]1CN(C)C(=O)C1CC1	0.4
CO[C@@H]1CN(C)C(=O)c2ccc(NC(=O)c3cc(C)on3)cc2OC[C@@H](C)N(CC2CC2)C[C@@H]1C	0.9
Cc1ccc(S(=O)(=O)Nc2ccc3c(c2)CC(=O)N([C@H](C)CO)C[C@@H](C)[C@H](CN(C)S(=O)(=O)c2c(C)noc2C)O3)cc1	-4.5
CN(C)CC(=O)Nc1ccc2c(c1)[C@H]1C[C@@H](CC(=O)NC3CCCCC3)O[C@H](CO)[C@H]1O2	-1.4
C[C@@H]1CN([C@@H](C)CO)C(=O)c2cc(NC(=O)C3CCCCC3)ccc2O[C@H]1CN(C)C(=O)NC1CCCCC1	-2.2
Cc1nn(C)cc1NC(=O)C[C@@H]1CC[C@H]2[C@@H](COc3ccc(NC(=O)Nc4cccc(Cl)c4)cc3C(=O)N2C)O1	1.6
COc1cccc(S(=O)(=O)N(C)C[C@@H]2Oc3ncc(C#CC(C)C)cc3C(=O)N([C@@H](C)CO)C[C@H]2C)c1	1.2
CN1C(=O)c2cc(NS(C)(=O)=O)ccc2OC[C@@H]2O[C@H](CC(=O)NCc3ccccc3)CC[C@H]21	-1.6
COc1ccc(NC(=O)Nc2ccc3c(c2)OC[C@@H](C)NC[C@H](C)[C@@H](OC)CN(C)C3=O)cc1	9.7
CC(=O)Nc1ccc2c(c1)C(=O)N(C)[C@H]1CC[C@H](CC(=O)NCc3ccc(F)cc3)O[C@@H]1CO2	0.8
C[C@@H]1CN([C@H](C)CO)C(=O)c2cc(NC(=O)CCC(F)(F)F)ccc2O[C@@H](C)CCCCO[C@H]1CN(C)Cc1ccccc1	5.6
C[C@H](CO)N1C[C@H](C)[C@H](CN(C)C(=O)CCCN(C)C)OCCCC[C@H](C)Oc2ccc(NC(=O)c3ccccc3)cc2C1=O	0.6
CN(C)CC(=O)Nc1ccc2c(c1)[C@@H]1C[C@@H](CC(=O)NCc3ccccn3)O[C@H](CO)[C@@H]1O2	-1.5
CO[C@H]1CC[C@H]2CCOc3c(C#N)cccc3C(=O)N(C)[C@@H](C)C(=O)N(C)C[C@@H]1O2	-5.6
C[C@H](CO)N1C[C@H](C)[C@H](CN(C)C(=O)Nc2ccccc2)Oc2cc(C#C[C@@H](C)O)ccc2S1(=O)=O	0.5

Following part:
SMILES	Mtb BioA inh
COc1cccc(S(=O)(=O)N[C@H]2C=C[C@H](CC(=O)NCc3ccc(F)cc3)O[C@@H]2CO)c1	4.4
O=C(N[C@H]1CC[C@@H](CCNS(=O)(=O)c2ccccc2Cl)O[C@H]1CO)c1ccc(F)cc1	-1.3
CCCC(=O)Nc1ccc2c(c1)C(=O)N(C)C[C@H](OC)[C@H](C)CN(C(=O)CC1CC1)[C@@H](C)CO2	-2.2
C[C@@H]1CCCCO[C@H](CN(C)S(=O)(=O)c2ccc(F)cc2)[C@@H](C)CN([C@@H](C)CO)C(=O)c2cc(NC(=O)CCCN(C)C)ccc2O1	-3.3
CO[C@@H]1CN(C)C(=O)c2cc(NC(=O)c3ccc(Oc4ccccc4)cc3)ccc2OC[C@@H](C)NC[C@H]1C	3.3
Cc1ccc(S(=O)(=O)N(C)C[C@H]2Oc3c(NC(=O)NC(C)C)cccc3C(=O)N([C@@H](C)CO)C[C@@H]2C)cc1	1.1
CCNC(=O)C[C@@H]1CC[C@@H]2[C@H](COC[C@H](O)CN2C(=O)c2ccccn2)O1	0.6
C[C@@H]1CN([C@H](C)CO)C(=O)c2cc(-c3cccnc3)cnc2O[C@H]1CN(C)C(=O)Cc1cccnc1	1.4
CN1C(=O)c2cc(NC(=O)c3ccc(F)c(F)c3)ccc2OC[C@@H]2O[C@H](CC(=O)O)CC[C@H]21	3.9
C[C@@H]1CN([C@H](C)CO)C(=O)c2ccccc2-c2ccccc2CO[C@H]1CN(C)S(=O)(=O)c1ccccc1	-0.2
O=C(CC(F)(F)F)N1C[C@@H]2[C@H](c3ccccc31)[C@@H](CO)N2C(=O)Cc1ccccc1	-2.9
CC(C)NC(=O)Nc1ccc2c(c1)CC(=O)N([C@@H](C)CO)C[C@@H](C)[C@@H](CN(C)Cc1ccc3c(c1)OCO3)O2	-0.4
C[C@@H]1CN([C@H](C)CO)C(=O)c2cc(NC(=O)Nc3ccccc3)ccc2O[C@@H](C)CCCCO[C@@H]1CN(C)C(=O)NC1CCCCC1	-2.3
CC(C)c1cn(CC[C@@H]2CC[C@H](NC(=O)C3CCC3)[C@H](CO)O2)nn1	-2.7
O=C(C[C@H]1C[C@@H]2c3cc(NC(=O)C4CCOCC4)ccc3O[C@@H]2[C@H](CO)O1)NCC(F)(F)F	-0.8
Cc1ccccc1S(=O)(=O)N1CCCCN2[C@H](CO)[C@@H](c3ccc(C#CCN(C)C)cc3)[C@H]2C1	4.6
Cc1noc(C)c1NC(=O)N(C)C[C@H]1Oc2ccc(NC(=O)CCCCCC(=O)Nc3ccccc3N)cc2CC(=O)N([C@@H](C)CO)C[C@@H]1C	0.3
C[C@H](CO)N1C[C@H](C)[C@H](CN(C)Cc2ccncc2)Oc2cc(C#CCN(C)C)ccc2S1(=O)=O	1.1
CC(=O)N1[C@@H]2CN(S(=O)(=O)c3ccccc3F)c3ccccc3[C@@H]2[C@@H]1CO	0.0
O=C(c1ccccn1)N1CC[C@@H]2[C@@H](CO)Nc3ccc(Br)cc3[C@@H]21	6.2
CO[C@H]1CN(C)C(=O)c2cc(NC(=O)Nc3ccccc3F)ccc2OC[C@@H](C)N(C)C[C@H]1C	-0.5
CC(C)NC(=O)Nc1cccc2c1O[C@H](CN(C)Cc1ccc(-c3ccccc3)cc1)[C@@H](C)CN([C@H](C)CO)C2=O	-1.2
CO[C@@H]1CN(C)C(=O)c2cc(NS(=O)(=O)c3ccccc3F)ccc2OC[C@@H](C)N(S(C)(=O)=O)C[C@H]1C	0.2
C[C@@H]1CN([C@@H](C)CO)C(=O)Cc2cc(NC(=O)C3CCCCC3)ccc2O[C@H]1CN(C)C(=O)Nc1ccc2c(c1)OCO2	-2.6
C#Cc1ccc([C@H]2C=C(C(=O)N3CCOCC3)O[C@@H](OCCCCO)C2)cc1	-1.2

Other records follow:
SMILES	Mtb BioA inh
O=C(CN1CCOCC1)N1CCCCN2[C@H](CO)[C@H](c3ccc(C#Cc4ccccc4)cc3)[C@@H]2C1	-2.0
Cc1noc(C)c1NC(=O)Nc1cccc2c1O[C@H](CN(C)C(=O)NC(C)C)[C@@H](C)CN([C@@H](C)CO)C2=O	0.5
CC(=O)N(C)C[C@@H]1Oc2cc(C3=CCCC3)ccc2S(=O)(=O)N([C@H](C)CO)C[C@@H]1C	-1.0
CCS(=O)(=O)NCC[C@H]1CC[C@H](NC(=O)C2CCC2)[C@@H](CO)O1	1.8
C[C@@H]1CCCCO[C@@H](CN(C)C(=O)Nc2ccccc2)[C@@H](C)CN([C@@H](C)CO)C(=O)c2cc(NS(=O)(=O)c3ccc(Cl)cc3)ccc2O1	-1.2
COc1ccc(NC(=O)N(C)C[C@H]2Oc3ccc(NC(=O)Nc4ccc(C(F)(F)F)cc4)cc3CC(=O)N([C@H](C)CO)C[C@H]2C)cc1	1.0
CO[C@@H]1CN(C)C(=O)c2ccc(NS(=O)(=O)c3ccc(C)cc3)cc2OC[C@H](C)NC[C@@H]1C	-1.1
C[C@@H]1CCCCO[C@@H](CN(C)Cc2ccc3c(c2)OCO3)[C@H](C)CN([C@@H](C)CO)C(=O)c2cc(NC(=O)c3ccncc3)ccc2O1	2.7
CCNC(=O)Nc1ccc2c(c1)C(=O)N(C)[C@H]1CC[C@@H](CC(=O)NCc3ccc(F)cc3)O[C@H]1CO2	-0.5
CC(C)(O)C#Cc1ccc([C@@H]2[C@@H](CO)N3CCCCN(S(C)(=O)=O)C[C@@H]23)cc1	-3.2
COc1cccc(-c2cnc3c(c2)C(=O)N([C@H](C)CO)C[C@H](C)[C@@H](CN(C)C(=O)CN(C)C)O3)c1	-1.3
COc1ccc(CN(C)C[C@H]2OCCCC[C@H](C)Oc3ccc(NS(=O)(=O)c4ccc(C)cc4)cc3C(=O)N([C@H](C)CO)C[C@@H]2C)cc1	4.7
CO[C@H]1CN(C)C(=O)c2cc(NC(=O)Nc3cccc(F)c3)ccc2OC[C@@H](C)NC[C@H]1C	-0.2
C[C@@H]1CN([C@H](C)CO)C(=O)c2cc(NC(=O)c3ccncc3)ccc2O[C@@H]1CN(C)C	3.2
C/C=C/c1ccc2c(c1)O[C@H](CN(C)C(=O)CN1CCOCC1)[C@H](C)CN([C@H](C)CO)S2(=O)=O	-1.4
COc1ccc(S(=O)(=O)Nc2ccc3c(c2)C(=O)N([C@H](C)CO)C[C@H](C)[C@H](CN(C)C(=O)CCC(F)(F)F)OCCCC[C@@H](C)O3)cc1	-0.2
CCC(=O)Nc1ccc2c(c1)C(=O)N(C)C[C@H](OC)[C@H](C)CN(Cc1ccncc1)[C@H](C)CO2	-3.2
Cc1noc(C)c1S(=O)(=O)Nc1ccc2c(c1)C(=O)N([C@H](C)CO)C[C@H](C)[C@@H](CN(C)C(=O)Nc1ccc(F)cc1)OCCCC[C@@H](C)O2	1.0
CC(C)NC(=O)N[C@@H]1CC[C@@H](CC(=O)NCc2ccc(Oc3ccccc3)cc2)O[C@H]1CO	4.6
CO[C@H]1CN(C)C(=O)c2ccc(NC(=O)C3CC3)cc2OC[C@H](C)N(Cc2cccnc2)C[C@H]1C	0.9
COc1ccccc1C#Cc1cnc2c(c1)C(=O)N([C@@H](C)CO)C[C@@H](C)[C@@H](CN(C)C)O2	0.8
C[C@@H]1CCCCO[C@@H](CN(C)S(=O)(=O)c2ccccc2)[C@H](C)CN([C@@H](C)CO)C(=O)c2cc(NC(=O)C3CCCCC3)ccc2O1	-1.9
COCC(=O)N(C)C[C@H]1[C@H](c2ccccc2)[C@@H](CO)N1C(=O)NC(C)C	-1.1
CC(C)NC(=O)Nc1cccc2c1O[C@@H](CN(C)C(=O)NC(C)C)[C@@H](C)CN([C@H](C)CO)C2=O	-3.6
O=C(C[C@@H]1CC[C@@H]2[C@H](COC[C@H](O)CN2Cc2ccc3c(c2)OCO3)O1)N1CCOCC1	-0.2

(continued)
SMILES	Mtb BioA inh
COCC(=O)Nc1ccc2c(c1)[C@@H]1C[C@@H](CC(=O)NCc3cccc(F)c3)O[C@@H](CO)[C@@H]1O2	4.4
COc1ccc(S(=O)(=O)N2C[C@H](O)COC[C@H]3O[C@H](CC(=O)NCCN4CCCCC4)CC[C@@H]32)cc1	-3.4
O=C(C1CC1)N1C[C@@H]2[C@H](c3ccccc31)[C@H](CO)N2C(=O)c1cccc(F)c1	-4.4
C[C@@H]1CN([C@H](C)CO)C(=O)c2cc(NC(=O)C3CCCCC3)ccc2O[C@@H]1CN(C)S(=O)(=O)c1ccc(Cl)cc1	1.0
CC(C)NC(=O)N(C)C[C@H]1Oc2ccc(NS(=O)(=O)c3ccc(Cl)cc3)cc2C(=O)N([C@@H](C)CO)C[C@H]1C	-0.6

Assay outcomes deposited in PubChem BioAssay by Broad Institute.
